Screens from PubChem BioAssay.
GC-B act: GC-B (human) receptor activation. activation, % at 10 µM. HEK293-GC-B cells, CNP EC30, cGMP TR-FRET; 0% at EC30 CNP, 100% saturating CNP. AID 1920062. P20594. 370,000 compounds, 0.11% hits;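 active = activation at 10 µM reaching about 35% in either raw or pattern-adjusted values, limit read from the data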
ssDAF-12 act: activates DAF-12 receptor from parasite S. stercoralis; HEK293 ssDAF-12/GRIP1 lit1-tk-luc reporter, luminescence; % of 3 µM dafachronic acid response; activation, % at 6.8 µM; 370,000 compounds, 1% hits; AID 652126;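 active = activation above the mean over all tested compounds plus 3 SD, cut at about 0.9% in these data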;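 note: 0% = DMSO-only wells and 100% = 3 µM delta7-dafachronic acid wells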
GC-A act: GC-A (human) enzyme activation | activation, % at 10 µM | P16066 | 370,000 compounds, 0.14% hits | HEK293 GC-A cells, cGMP TR-FRET, EC30 ANP; 0% at EC30 ANP, 100% saturating ANP; in the data active = activation above about 40%
hgDAF12 agonist: agonists of H. glycines DAF-12 nuclear receptor; AID 687014; HEK293 GAL4-hgDAF12 UAS-luciferase reporter, agonist luminescence; normalized to butyrate control; activation, % at 6.8 µM; 370,000 compounds, 1.8% hits;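 active = activation above a cutoff set at the mean of all screened compounds plus 3 SD, cut at about 10% in these data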;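 note: 0% = DMSO wells and 100% = sodium butyrate wells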
GAA850 FXN act: increases GAA850 frataxin promoter reporter activity | HEK293 lucGAA850 FXN promoter luciferase reporter, 24 h; percent of 10 µM SAHA response | activation, % at 6 µM | 360,000 compounds, 0.56% hits;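 active = activation above the average of all compounds screened plus 3 SD, cutoff fixed separately per campaign, cut at about 7.5% in these data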;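 note: 0% = DMSO wells and 100% = 10 µM SAHA wells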
HGIII-sPLA2 inh: Inhibits HGIII-sPLA2 liposome hydrolysis, primary screen; Q9NZ20; QFRET BODIPY PC-A2 liposome hydrolysis, fluorescence; inhibition, % at 12.2 µM; 370,000 compounds, 0.56% hits; AID 743126;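 active = inhibition above mean plus 3 SD of compounds lying within the high and low control bounds, cut at about 19% in these data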;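 note: 0% = median of test compound wells and 100% = no enzyme DMSO wells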
Target sequence (Q9NZ20 whole entry, looked up): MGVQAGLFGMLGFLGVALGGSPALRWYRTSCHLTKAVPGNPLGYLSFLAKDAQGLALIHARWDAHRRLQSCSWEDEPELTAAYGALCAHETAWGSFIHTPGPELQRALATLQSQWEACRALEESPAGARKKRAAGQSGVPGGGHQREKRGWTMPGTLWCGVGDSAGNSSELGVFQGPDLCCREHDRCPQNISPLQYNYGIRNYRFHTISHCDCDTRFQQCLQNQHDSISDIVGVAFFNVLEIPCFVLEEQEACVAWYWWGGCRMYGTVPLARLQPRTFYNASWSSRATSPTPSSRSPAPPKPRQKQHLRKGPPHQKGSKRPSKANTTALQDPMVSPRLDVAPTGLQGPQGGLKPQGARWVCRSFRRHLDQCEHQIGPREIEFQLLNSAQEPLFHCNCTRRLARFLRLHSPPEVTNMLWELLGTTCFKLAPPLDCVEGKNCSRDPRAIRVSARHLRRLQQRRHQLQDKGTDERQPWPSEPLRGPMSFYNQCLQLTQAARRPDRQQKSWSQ
hcDAF12 agonist: activators of H. contortus DAF-12 nuclear receptor; HEK293 hcDAF-12 lit1-tk-luc reporter, luminescence; 0% DMSO, 100% Δ7-dafachronic acid; activation, % at 6.8 µM; 370,000 compounds, 1.4% hits; AID 652067;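 active = activation above the mean of all tested compounds plus 3 SD, cut at about 5.5% in these data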;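 note: 100% = response to 3 µM Δ7-dafachronic acid high control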
DAX1 inh-1: inhibitors of human orphan nuclear receptor DAX1 (NR0B1). P51843. HEK293 Gal4-DAX1 luciferase reporter, luminescence. inhibition, % at 6.75 µM. 340,000 compounds, 0.99% hits. AID 504766;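 active = inhibition above the mean over all tested compounds plus 3 SD, cut at about 4.2% in these data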;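 note: 0% = DAX1-transfected cells with DMSO and 100% = empty-vector control cells with DMSO; inhibition shows as a rise in luminescence from relieved DAX1 repression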
Target sequence (P51843 207-470 limits assumed): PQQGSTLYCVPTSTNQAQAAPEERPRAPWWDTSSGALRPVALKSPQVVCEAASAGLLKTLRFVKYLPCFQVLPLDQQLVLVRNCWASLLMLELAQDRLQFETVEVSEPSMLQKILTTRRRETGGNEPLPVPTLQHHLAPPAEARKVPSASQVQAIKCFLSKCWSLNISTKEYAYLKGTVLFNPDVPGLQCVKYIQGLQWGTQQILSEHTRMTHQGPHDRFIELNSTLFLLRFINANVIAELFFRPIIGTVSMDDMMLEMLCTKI
ADAM10 inh: inhibits human ADAM10. O14672. recombinant ADAM10, EDANS/DABCYL FRET peptide cleavage, 3 h. inhibition, % at 7 µM. 370,000 compounds, 0.62% hits. AID 720582;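 active = inhibition above a per-campaign cutoff equal to the mean of compounds falling between control-based bounds plus 3 SD, cut at about 20% in these data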;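 note: 0% = DMSO wells while the 100% control is not disclosed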
DAX1 inh-2: inhibitors of DAX1 repression of SF-1 activated StAR promoter. inhibition, % at 6.8 µM. HEK293T StAR-luciferase reporter, SF-1/DAX-1 repression relief. 370,000 compounds, 1.1% hits. AID 652010;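 active = inhibition above the mean over all tested compounds plus 3 SD, cut at about 3.6% in these data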;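 note: 0% = DAX-1 cells with DMSO and 100% = cells lacking DAX-1 with DMSO; higher inhibition means more luminescence from relief of DAX-1 repression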
SMARCA2 activ: SMARCA2 function activation, primary screen | MG213 cells, MMTV-luciferase reporter, dexamethasone, overnight | activation, % at 9.1 µM | 370,000 compounds, 1% hits | AID 652017; in the data active = activation above about 7.8%;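 note: 0% = vehicle wells and 100% = reference activator wells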
An asterisk follows results filed as active; i = inactive; nt = not tested or not shown; & = joins results of further samples.

SMILES	GC-B act	ssDAF-12 act	GC-A act	hgDAF12 agonist	GAA850 FXN act	HGIII-sPLA2 inh	hcDAF12 agonist	DAX1 inh-1	ADAM10 inh	DAX1 inh-2	SMARCA2 activ
Nc1c(-c2ccc(Cl)cc2)cnn1C1CCS(=O)(=O)C1 (centres undefined)	-1	-1.0	-1	0.2	0.2	3	-0.6	0.5	4	-0.5	-4
Cc1cccc(NC(=O)c2ccc(N3C(=O)C4CCCCC4C3=O)cc2)c1C (centres undefined)	-2	-0.9	2	1.5	1.5	-3	0.5	1.8	2	2.3	-1
CC(C)(CC(=O)O)CC(=O)N1CCCN(c2nccc(C(F)(F)F)n2)CC1	-1	-0.5	-2	-1.1	0.6	-2	-1.0	3.3	-6	0.1	-2
COc1ccc(-c2cc3nc(C)c(C)c(N4CCN(C(=O)c5ccoc5)CC4)n3n2)cc1	0	-0.1	-1	0.5	2.3	4	-1.4	-1.9	-30	-4.2	0
Cc1ccc2sc(NNC(=O)c3cc(-c4cccs4)nc4ccccc34)nc2c1C	6	0.3	-8	-0.3	nt	9	0.7	nt	-128	0.9	0
C=C(C)Cn1c(C)cc(C)c(S(=O)(=O)c2cccc(C)c2)c1=O	3	-1.5	-3	-1.9	-0.7	-2	-3.1	-0.4	-5	-0.8	-4
O=C(CSc1nnc(Cc2cccs2)n1Cc1ccco1)Nc1ccc(Br)cc1	-12	-1.1	-12	0.2	1.4	-12	-1.0	-0.2	3	-0.4	-1
CCOc1ccc(Cc2nnc(SCC(=O)Nc3ccc(C(C)=O)cc3)[nH]c2=O)cc1	2	-0.7	4	1.2	1.9	-9	-0.9	0.5	0	-4.9	0
Cc1ccc(S(=O)(=O)NC(=O)c2cccn2C)cc1	-2	-0.9	5	1.7	5.5	-1	-0.4	0.6	-8	-0.6	-4
COc1cc(CCC(=O)Nc2ccc(Cl)c(C(F)(F)F)c2)cc(OC)c1OC	0	-1.9	-4	-2.7	4.3	-29	-3.6	-0.6	1	-0.9	-1
COc1ccc(OCC(=O)NCCNC(=O)c2ccccn2)cc1	-3	-0.9	-1	-1.5	-0.6	10	0.0	0.5	-9	-0.2	-3
Cc1cccc(-n2[nH]c(C)c(C=Nc3ccc4[nH]c(=O)[nH]c4c3)c2=O)c1	-11	-1.5	-5	2.4	2.2	-3	-1.1	-0.7	0	0.7	0
O=C(/C=C/c1ccc([N+](=O)[O-])cc1)NCc1ccccn1	2	-1.1	1	3.6	-0.4	-1	-1.4	-0.5	11	-0.9	1
CCCN1c2cccc3cccc(c23)S1(=O)=O	-2	-1.4	1	-2.3	2.5	3	0.3	0.0	-176	0.3	0
O=C(NN1CCCCC1)NN1CCCCC1	1	-1.3	3	0.0	nt	4	-0.9	nt	-8	0.1	-1
COC(=O)C1CCN(C(=O)COC(=O)c2cc(S(=O)(=O)N3CCOCC3)ccc2C)CC1	8	-1.2	1	-1.8	0.4	-4	-1.2	1.7	-6	-0.6	-1
NS(=O)(=O)c1ccc(NC(=O)CSc2n[nH]c(=O)n2C2CC2)cc1	1	0.1	3	1.0	0.1	-5	1.9	0.2	-7	2.6	-2
Cc1cc(C)cc(OCCCCn2cncn2)c1	-2	-0.7	-2	1.0	1.2	4	0.8	1.9	8	0.6	5
O=C(N/N=C/c1cccnc1)c1cc2ccccc2cc1O	-2	-0.2	-1	0.7	-1.1	-4	0.6	0.1	-6	-0.1	-1
O=C(NCC1COc2ccccc2O1)c1cn(Cc2ccc(F)cc2)nn1 (centres undefined)	4	-1.4	2	-3.8	0.7	8	-1.7	0.3	-2	-0.9	-8
O=C(CS(=O)(=O)c1ccccc1)Nc1ccccc1Br	-4	-1.0	-3	3.2	0.8	-8	-1.0	1.6	5	-0.5	0
COc1ccc(C(=O)NCC(=O)Nc2cccc(S(=O)(=O)NCc3ccco3)c2)cc1OC	0	-1.4	1	2.1	1.2	-1	-1.7	nt	9	0.1	-2
CC(=O)c1cccc(NC(=S)NC2CCCCCCC2)c1	2	-0.7	8	0.8	1.6	-2	-0.6	-0.9	1	0.7	0
O=C(CN(CC1CCCO1)C(=O)c1nsc(Cl)c1Cl)NC1CCCC1 (centres undefined)	1	-1.2	0	0.1	2.9	-1	-0.2	-1.8	-2	-0.3	0
O=C(N[C@H](Cc1ccccc1)C(=O)O)[C@H]1O[C@@H](n2ccc(=O)[nH]c2=O)[C@H](O)[C@@H]1O	7	-1.0	-2	0.5	nt	8	-0.3	nt	-16	-1.5	-3

Among those listed so far, these contain a halogen:
SMILES	GC-B act	ssDAF-12 act	GC-A act	hgDAF12 agonist	GAA850 FXN act	HGIII-sPLA2 inh	hcDAF12 agonist	DAX1 inh-1	ADAM10 inh	DAX1 inh-2	SMARCA2 activ
Nc1c(-c2ccc(Cl)cc2)cnn1C1CCS(=O)(=O)C1 (centres undefined)	-1	-1.0	-1	0.2	0.2	3	-0.6	0.5	4	-0.5	-4
CC(C)(CC(=O)O)CC(=O)N1CCCN(c2nccc(C(F)(F)F)n2)CC1	-1	-0.5	-2	-1.1	0.6	-2	-1.0	3.3	-6	0.1	-2
O=C(CSc1nnc(Cc2cccs2)n1Cc1ccco1)Nc1ccc(Br)cc1	-12	-1.1	-12	0.2	1.4	-12	-1.0	-0.2	3	-0.4	-1
COc1cc(CCC(=O)Nc2ccc(Cl)c(C(F)(F)F)c2)cc(OC)c1OC	0	-1.9	-4	-2.7	4.3	-29	-3.6	-0.6	1	-0.9	-1
O=C(NCC1COc2ccccc2O1)c1cn(Cc2ccc(F)cc2)nn1 (centres undefined)	4	-1.4	2	-3.8	0.7	8	-1.7	0.3	-2	-0.9	-8
O=C(CS(=O)(=O)c1ccccc1)Nc1ccccc1Br	-4	-1.0	-3	3.2	0.8	-8	-1.0	1.6	5	-0.5	0
O=C(CN(CC1CCCO1)C(=O)c1nsc(Cl)c1Cl)NC1CCCC1 (centres undefined)	1	-1.2	0	0.1	2.9	-1	-0.2	-1.8	-2	-0.3	0

Next section
SMILES	GC-B act	ssDAF-12 act	GC-A act	hgDAF12 agonist	GAA850 FXN act	HGIII-sPLA2 inh	hcDAF12 agonist	DAX1 inh-1	ADAM10 inh	DAX1 inh-2	SMARCA2 activ
Cc1noc(C(=O)NC2CCCCC2)c1Cl	3	-0.7	3	1.2	0.1	4	-1.0	2.0	-4	-0.2	3
CC(=O)NNC(=O)c1csc(-c2csc(C)n2)n1	4	-1.4	4	-0.2	0.3	7	-2.2	7.3*	1	-0.2	-1
CC(C)C1C(=O)N(Cc2cn(CCC3OCCO3)nn2)CCS(=O)(=O)N1Cc1ccc(-c2ccc(F)nc2)cc1 (centres undefined)	1	-0.7	4	-0.2	0.3	-8	-0.8	0.6	6	-1.5	2
O=C1c2cc(O)cc(O)c2C(=O)c2c1cc(O)c([C@@H](CO)CCO)c2O	2	-0.1	-3	2.7	2.6	-4	6.1*	2.0	-12	1.6	2
COc1ccc(C(=O)O)cc1S(=O)(=O)Nc1cc(Cl)ccc1N1CCOCC1	3	-1.5	-1	2.7	-1.0	-6	-1.2	-0.1	-3	1.1	-3
N#Cc1ccccc1S(=O)(=O)N1CCN(CC(=O)Nc2ccccc2C(=O)NC2CC2)CC1	2	-0.4	-2	-4.6	3.2	3	-1.9	-1.8	-15	-3.2	-3
O=C(Nc1ccc(S(=O)(=O)NC2=NCCCCC2)cc1)c1ccc2ccccc2n1	18	-0.1	7	2.1	1.6	-1	3.5	-0.6	3	0.3	5
Cn1c(=O)c2c(nc(SCCN3CCCCC3)n2Cc2ccccc2)n(C)c1=O	7	-1.6	3	-0.3	4.2	-4	0.9	0.8	6	-0.4	-4
COc1ccc2[nH]c3c(=O)n(Cc4ccncc4)cnc3c2c1	-4	-2.2	-1	-1.9	0.0	0	-2.3	-1.4	i	0.6	-1
COc1ccccc1N1CCN(C2CCCN(S(=O)(=O)c3cccc(Cl)c3)C2)CC1 (centres undefined)	0	-1.4	5	-0.8	-1.4	3	-0.5	0.0	-2	-2.8	-1
Cc1c(Cl)ccc2c(C(N)=O)cc(-c3ccccn3)nc12	-3	-0.1	-9	-0.9	-0.8	3	2.4	0.7	-5	-0.3	0
Cn1c(SCc2ccc(Cl)cc2)nc(C(F)(F)F)cc1=O	-6	-1.6	-4	0.7	1.2	-2	-2.2	2.4	7	-0.4	-3
CCCCn1c(-c2ccco2)nc2ccccc2c1=O	4	-1.7	-7	-0.1	0.5	0	-1.1	-0.9	6	-1.5	2
CCCOC(=O)C[N+](C)(C)CCOC1CC2CCC1(C)C2(C)C (centres undefined)	3	-1.6	1	-1.0	1.2	8	-1.4	0.2	3	-0.8	-2
COc1ccc(/C=N/NC(=O)c2cccnc2)cc1COc1ccc([N+](=O)[O-])c(C)c1	-12	-2.1	-2	-0.1	-4.0	-7	-2.1	nt	-1	-1.2	-5
COCC(C)NC(=O)c1ccccc1[N+](=O)[O-] (centres undefined)	0	-0.8	4	1.5	1.6	3	-0.3	1.2	-1	-0.7	-1
O=C(c1ccc2c(c1)OCO2)C1CCCN(Cc2cccc(C(F)(F)F)c2)C1 (centres undefined)	-9	-1.4	-2	0.5	0.1	-3	-1.1	1.2	4	-1.0	-2
NCCc1cnc[nH]1	0&5	-1.1&-0.9	3&-2	0.6&0.2	-0.8&-1.6	5&10	-1.6&-0.6	-0.9&-0.9	-11&-11	-0.5&0.1	0&-6
CC(=O)c1c(C)[nH]c(C(=O)COC(=O)CCOc2ccc(C)cc2)c1C	-3	0.4	5	0.8	-2.9	-2	-0.3	0.6	-7	-2.4	-1
COc1ccc(S(=O)(=O)N/N=C(/C)c2ccncc2)cc1OC	6	-0.8	3	-0.1	0.9	-1	-0.7	1.4	0	0.2	-1
CCN(CC(=O)Nc1ccc(N2CCOCC2)cc1)C(=O)Cc1ccccc1	2	-0.6	2	3.9	1.6	10	-1.1	0.4	-6	-2.3	-1
CCCCCCNCc1c(F)cccc1Cl	-1	-1.2	0	0.2	0.8	-3	1.2	1.3	-2	0.0	4
COc1ccc(F)cc1-c1cc(C(=O)NCc2ccccc2)[nH]n1	1	-1.4	5	0.3	0.4	-3	-0.9	nt	-1	-0.9	-2
COc1ccc(-c2coc3cc4oc(=O)c5ccccc5c4cc23)cc1F	-7	-0.9	-8	1.9	-2.5	0	0.8	0.3	-7	-0.1	1
COC(=O)C(NC(C)=O)(Nc1ccc(Br)cc1)C(=O)OC	2	-1.4	-1	-0.6	-2.3	-1	0.7	-0.9	15	0.4	6
O=S(=O)(Nc1cccc(CO)c1)c1cccs1	1	0.2	-2	-1.4	0.6	-1	0.9	nt	4	-0.2	-1
O=C(NCc1ccc(Cl)cc1)C(=O)NCC(c1ccco1)N1CCOCC1 (centres undefined)	6	-1.2	1	1.7	-0.8	20*	1.1	-0.1	-4	-0.4	5
CC(=O)Nc1nc(-c2ccccc2)nc(C)c1C(C)=O	6	-0.8	13	4.3	-0.3	2	3.9	3.3	-7	0.2	1
COc1ccc(-n2cc3c(-c4cccc(Br)c4)nnc(C)c3n2)cc1	9	-1.4	5	-4.2	3.0	-7	-2.2	-0.1	-16	-1.3	-1
Cc1ccc(S(=O)(=O)NCC(=O)N(CC(=O)NC2CCCCC2)Cc2ccco2)cc1	-1	-0.5	1	-2.0	0.2	-4	0.0	-0.3	-1	-0.1	2
